Screening results: PubChem BioAssay, several laboratories
DAX1 inh-1 = DAX1 (NR0B1) inhibitors, primary screen, cell-based, HEK293, Gal4-DAX1, luciferase luminescence; HEK293 Gal4-DAX1 luciferase reporter; inhibition, % at 6.75 µM; AID 504766, 2011; Nuclear receptor subfamily 0 group B member 1 (Homo sapiens), P51843; hit rate 0.99% among 340,000;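 active = inhibition above the mean over all tested compounds plus 3 SD, cut at about 4.2% in these data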;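 also: 0% = DAX1-transfected cells with DMSO and 100% = empty-vector control cells with DMSO; inhibition shows as a rise in luminescence from relieved DAX1 repression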
Target sequence (P51843 207-470 limits assumed): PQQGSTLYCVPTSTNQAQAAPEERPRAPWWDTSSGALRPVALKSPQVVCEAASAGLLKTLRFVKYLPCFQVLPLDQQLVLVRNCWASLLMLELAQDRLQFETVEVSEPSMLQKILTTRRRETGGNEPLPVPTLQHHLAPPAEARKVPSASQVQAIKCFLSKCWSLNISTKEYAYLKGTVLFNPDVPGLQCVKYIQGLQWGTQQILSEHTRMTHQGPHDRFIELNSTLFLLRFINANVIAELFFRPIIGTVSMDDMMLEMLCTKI
HGIII-sPLA2 inh = human group III sPLA2 inhibitors, primary screen, biochemical, QFRET, BODIPY PC-A2 liposome substrate; Group 3 secretory phospholipase A2 (Homo sapiens), Q9NZ20; QFRET BODIPY PC-A2 liposome hydrolysis, fluorescence; inhibition, % at 12.2 µM; hit rate 0.56% among 370,000;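 active = inhibition above mean plus 3 SD of compounds lying within the high and low control bounds, cut at about 19% in these data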;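 also: 0% = median of test compound wells and 100% = no enzyme DMSO wells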
Target sequence (Q9NZ20 whole entry, looked up): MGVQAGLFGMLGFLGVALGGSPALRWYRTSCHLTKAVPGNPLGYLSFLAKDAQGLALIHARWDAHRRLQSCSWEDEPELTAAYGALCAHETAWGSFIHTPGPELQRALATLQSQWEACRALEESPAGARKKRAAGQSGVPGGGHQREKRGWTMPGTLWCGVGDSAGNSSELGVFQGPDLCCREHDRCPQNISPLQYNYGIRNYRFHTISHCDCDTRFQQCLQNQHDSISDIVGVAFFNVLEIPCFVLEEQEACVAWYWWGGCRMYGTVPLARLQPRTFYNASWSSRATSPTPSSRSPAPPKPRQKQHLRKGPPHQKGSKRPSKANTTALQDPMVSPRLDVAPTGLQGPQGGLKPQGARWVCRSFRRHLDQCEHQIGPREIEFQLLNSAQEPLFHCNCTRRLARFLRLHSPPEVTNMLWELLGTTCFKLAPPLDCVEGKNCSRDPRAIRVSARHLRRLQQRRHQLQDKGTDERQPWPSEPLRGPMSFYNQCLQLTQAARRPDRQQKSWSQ
Rev-erbA mod = modulators of Rev-erb alpha DNA binding, primary screen, biochemical, FITC-DNA, fluorescence polarization, uHTS | Nuclear receptor subfamily 1 group D member 1 (Homo sapiens), P20393 | Rev-erbα–FITC-DNA binding, 90 min | activity, % at 10 µM | hit rate 0.79% among 370,000 | AID 1259318, 2017;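 active = activity above about 14%, limit read from the data; passing the limit was not always enough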;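 also: 0% = DMSO wells with 35 nM protein and 100% = DMSO wells with 750 nM protein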
DAX1 inh-2 = DAX1 (NR0B1) inhibitors on StAR promoter, primary screen, cell-based, luminescence, SF-1 (NR5A1), full-length DAX-1; HEK293T StAR-luciferase reporter, SF-1/DAX-1 repression relief; inhibition, % at 6.8 µM; hit rate 1.1% among 370,000; AID 652010, 2013;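 active = inhibition above the mean over all tested compounds plus 3 SD, cut at about 3.6% in these data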;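 also: 0% = DAX-1 cells with DMSO and 100% = cells lacking DAX-1 with DMSO; higher inhibition means more luminescence from relief of DAX-1 repression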
hgDAF-12 ag = H. glycines DAF-12 receptor agonists, primary screen, cell-based, luminescence, HEK293, GAL4 fusion, UAS-luciferase. Nuclear hormone receptor DAF-12 (Heterodera glycines), GAL4 fusion. HEK293 GAL4-hgDAF12 UAS-luciferase reporter, agonist luminescence; normalized to butyrate control. activation, % at 6.8 µM. hit rate 1.8% among 370,000. AID 687014, 2013;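 active = activation above a cutoff set at the mean of all screened compounds plus 3 SD, cut at about 10% in these data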;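 also: 0% = DMSO wells and 100% = sodium butyrate wells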
PLCb3 inh = human PLC-beta3 inhibitors, primary screen, biochemical, fluorescence | inhibition, % at 12.2 µM | Purified PLC-beta3, fluorogenic substrate | hit rate 0.18% among 370,000 | AID 720704, 2013; in the data active = inhibition above about 11%;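 also: 0% = median of compound wells on plate and 100% = full blocker control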
ssDAF12 agonist = S. stercoralis DAF-12 nuclear receptor activators, primary screen, cell-based, luminescence, HEK293, GRIP1 co-expression, lit1-tk-luc; Nuclear hormone receptor DAF-12 (Strongyloides stercoralis); HEK293 ssDAF-12/GRIP1 lit1-tk-luc reporter; % of 3 µM dafachronic acid response; activation, % at 6.8 µM; hit rate 1% among 370,000; AID 652126, 2013;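 active = activation above the mean over all tested compounds plus 3 SD, cut at about 0.9% in these data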;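 also: 0% = DMSO-only wells and 100% = 3 µM delta7-dafachronic acid wells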
GAA850 FXN act = FXN promoter activators, primary screen, cell-based, luciferase luminescence, HEK293 lucGAA850. HEK293 lucGAA850 FXN promoter luciferase reporter, 24 h; percent of 10 µM SAHA response. activation, % at 6 µM. hit rate 0.56% among 360,000;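 active = activation above the average of all compounds screened plus 3 SD, cutoff fixed separately per campaign, cut at about 7.5% in these data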;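 also: 0% = DMSO wells and 100% = 10 µM SAHA wells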
PG9 Ab binder = binders of HIV-1 gp120 antibody PG9, primary screen, biochemical, TR-FRET. TR-FRET gp120-PG9 antibody binding. inhibition, % at 6.7 µM. hit rate 0.43% among 360,000. AID 624416, 2012; in the data active = inhibition above about 8.5%
SMARCA2 activ = SMARCA2 (BRM) function activators, primary screen, cell-based, luminescence, high throughput. MG213 cells, MMTV-luciferase reporter, dexamethasone, overnight. activation, % at 9.1 µM. hit rate 1% among 370,000. AID 652017, 2013; in the data active = activation above about 7.8%;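 also: 0% = vehicle wells and 100% = reference activator wells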
hcDAF-12 act = H. contortus DAF-12 nuclear receptor activators, primary screen, cell-based, luminescence, HEK293, lit1-tk-luc reporter; HEK293 hcDAF-12 lit1-tk-luc reporter; 0% DMSO, 100% Δ7-dafachronic acid; activation, % at 6.8 µM; hit rate 1.4% among 370,000; AID 652067, 2013;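 active = activation above the mean of all tested compounds plus 3 SD, cut at about 5.5% in these data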;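 also: 100% = response to 3 µM Δ7-dafachronic acid high control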
The depositor's hits bear a star; i = inactive; . = not tested or not shown.

Under each structure: DAX1 inh-1	HGIII-sPLA2 inh	Rev-erbA mod	DAX1 inh-2	hgDAF-12 ag	PLCb3 inh	ssDAF12 agonist	GAA850 FXN act	PG9 Ab binder	SMARCA2 activ	hcDAF-12 act
[1] CCC(NC(=O)COc1cc2c(c3oc(=O)c(C)c(C)c13)CCC(C)(C)O2)C(=O)O (centres undefined)
  0.7	6	-6	-0.2	0.6	i	-0.9	-0.8	0.1	-1	0.6
[2] O=S(=O)(c1ccc(Br)s1)N1CCCCC1
  -0.2	-7	-1	-0.1	-0.2	-2	-1.5	-0.4	-0.4	1	-1.7
[3] Cc1cc[n+](Cc2ccccc2)c(N)c1
  1.3	7	-1	0.2	-1.6	6	-1.3	-0.8	-0.1	-1	1.2
[4] Cc1nc2ccccc2c(=O)n1NC(=O)C1CC1C (centres undefined)
  3.7	0	3	-0.6	0.5	-5	-1.7	1.1	-0.1	-1	-0.1
[5] CCN(CC)S(=O)(=O)c1ccc(OC)c(NC(=O)c2ccc3c(c2)OCO3)c1
  0.5	-4	3	0.0	0.6	1	-1.4	-0.7	-1.6	1	-1.2
[6] O=C1CCc2cc(S(=O)(=O)NC(Cc3ccccc3)C(=O)N3CCN(c4ccccn4)CC3)ccc2N1 (centres undefined)
  0.0	-6	-8	0.2	1.3	-5	-0.8	1.5	-1.5	-2	0.4
[7] COc1ccc2c(c1OC)C(=O)OC2N1C(=O)CC[C@H]1C(=O)Nc1ccc(F)cc1F (some centres undefined)
  -0.4	2	-3	-0.9	-0.1	5	-0.8	-0.6	-1.2	3	-1.5
[8] O=C(NCCc1ccccc1)Nc1ccc2c(c1)OCO2
  2.0	-1	-3	3.5	16*	5	0.7	2.2	-0.4	7.8*	3.1
[9] COc1ccccc1N(C)S(=O)(=O)c1ccc(C(=O)OCC(=O)N2CCCCCC2)cc1
  -0.6	5	3	-0.1	-3.2	4	-0.3	-1.3	2.8	-1	0.9
[10] CN(C)/C=C(\C=O)c1c(Cl)cccc1Cl
  0.5	6	-6	0.7	5.2	3	-1.9	-0.5	-0.7	1	0.1
[11] Cc1cc(C(=O)N2CCC2(C)C(=O)NCC(C)(C)C)nn1C (centres undefined)
  .	-2	-4	0.0	-0.9	6	0.2	-0.1	0.7	2	-0.5
[12] CC(=O)c1cccc(NC(=O)COC(=O)Cc2ccc(Cl)cc2)c1
  1.6	-3	-2	0.8	0.8	4	-1.1	0.4	-0.3	1	-1.1
[13] O=C1N/C(=N/N=C/c2ccccc2)SC1(c1ccccc1)c1ccccc1
  0.3	-3	-2	-0.1	-0.6	6	-1.2	3.0	-2.0	-5	3.5
[14] O=C1CCc2cc(S(=O)(=O)NC(C(=O)NCc3cccnc3)c3ccccc3)ccc2N1 (centres undefined)
  1.9	2	1	0.2	-0.1	-1	-1.4	-1.1	-1.1	0	-2.7
[15] Nc1nc(=S)[nH]c2c1C1(CCCC1)Cc1ccccc1-2
  -1.0	3	1	0.0	1.4	-5	-0.3	-0.2	3.4	-2	-1.8
[16] CCC1(CC)NC(=O)N(CC(=O)OCC(=O)NC(=O)c2ccccc2)C1=O
  0.3	3	-1	0.6	-0.6	-1	-1.5	2.5	2.1	-1	0.8
[17] COC(=O)c1ccc(Cn2nc(C)c(Br)c2C)cc1
  0.7	1	-3	-0.5	-2.1	1	-1.1	-1.6	1.9	-3	-2.0
[18] CCOc1ccccc1N(CC(=O)N(C)Cc1ccccc1)S(=O)(=O)c1ccccc1
  -0.9	-23	-4	-0.2	0.7	-1	-0.8	-1.3	-1.2	-3	-0.7
[19] O=C(CN1CCOCC1)N/N=C/C=C/c1ccccc1
  -0.2	14	1	0.6	8.1	1	-1.0	3.2	-2.7	-2	2.9
[20] COc1ccc(/C=N\NC(=O)c2sccc2C)cc1Cn1nc(C)cc1C
  2.5	-3	-7	9.9*	11*	-38	1.2*	8.1*	-1.2	6	7.2*
[21] O=C(NCc1ccco1)c1cccc(S(=O)(=O)N2CCOCC2)c1
  -0.8	6	3	-0.2	0.9	6	-1.3	1.4	-2.3	-3	-0.7
[22] O=C(O)c1cccc(N=NN2CCOCC2)c1
  .	6	-3	3.7*	6.9	0	-0.5	3.2	-1.1	4	1.6
[23] CCOC(=O)c1noc(C)c1C(=O)Nc1cccc(F)c1
  -0.2	-3	0	-0.5	0.7	1	-1.2	0.0	-1.2	1	0.3
[24] CC(=O)c1ccc(-c2ccc(C(=O)NC3CC(C)(C)NC(C)(C)C3)o2)cc1
  -0.4	15	-7	0.1	2.6	-383	-0.3	1.7	1.2	-1	-0.5
[25] CC1(C)CN=C(c2ccccc2)NC1
  -0.2	-4	0	1.3	0.6	4	-0.6	-0.7	-2.6	6	-1.2
[26] COCCN1C(=O)c2ccc(C(=O)NCc3ccco3)cc2C1=O
  -0.6	5	-1	0.9	0.3	-6	-0.5	2.3	0.2	1	-0.4
[27] CCC(Sc1nc(-c2ccccc2)c(C#N)c(=O)[nH]1)C(=O)Nc1nnc(C)s1 (centres undefined)
  -0.7	-22	-1	-0.3	-1.8	-3	-1.0	0.3	4.0	-2	-1.0
[28] Cc1ccc(-c2nc3ccccc3[nH]2)cc1NC(=O)c1sc2cc(Cl)ccc2c1Cl
  0.4	6	-6	0.1	2.5	-1	-1.5	2.1	7.4	4	-0.7
[29] OC(c1cccc(CN2CCCCC2)c1)c1ncc(-c2cccc(C(F)(F)F)c2)[nH]1 (centres undefined)
  .	7	-1	1.2	-1.4	-3	-1.1	0.6	-0.2	-3	-1.8
[30] CC(=O)c1c(C)[nH]c(C(=O)N(C)CC(=O)Nc2ccc(Cl)c(C(F)(F)F)c2)c1C
  -0.5	-15	4	-1.7	-1.7	-2	-1.5	-1.3	-2.1	-2	-3.8
[31] O=C(NNc1ccccc1[N+](=O)[O-])Nc1cccc(Cl)c1
  1.3	3	3	-0.3	0.6	-6	-1.5	-1.8	-0.5	2	-0.9
[32] CC(=O)Nc1ccc(NS(=O)(=O)c2ccc3[nH]c(=O)[nH]c3c2)cc1
  1.9	2	-4	-0.6	-4.2	1	-1.3	0.3	-1.0	0	-1.5
[33] CCOc1ccccc1OCCCC(=O)Nc1cccc(S(=O)(=O)N2CCOCC2)c1
  -0.9	-4	0	-1.7	0.8	-2	-1.2	-0.8	-0.3	-1	1.7
[34] Cc1cc(NC(=O)c2cc(-c3ccco3)on2)no1
  -1.0	-5	-1	-0.5	0.1	-7	-0.7	0.1	1.4	-3	-1.4
[35] Cc1ccn2c(C(=O)c3ccc(Cl)cc3)cnc2c1
  1.1	-1	-2	3.9*	13*	-6	-0.1	0.6	-1.6	5	5.5
[36] N#Cc1c(-c2ccccc2)ccn(Cc2ccccc2Cl)c1=O
  0.3	-8	4	-0.9	2.8	-40	-0.3	1.9	-1.3	1	-1.1
[37] Cc1cc(C(=O)Nc2cccc3c2O[C@H](CN(C)CC2CC2)[C@@H](C)CN([C@H](C)CO)C3=O)n(C)n1
  2.2	5	4	-0.2	-0.8	1	-0.9	0.4	0.3	0	-2.1
[38] COc1cccc(NC(=S)N(CCc2c(C)[nH]c3ccccc23)Cc2cccs2)c1
  -0.4	-9	-5	0.0	0.0	5	-0.6	0.0	1.7	-1	2.6
[39] Cc1cc2n(n1)C(c1ccccc1Cl)Nc1ccccc1-2 (centres undefined)
  -0.4	7	6	0.7	0.1	-22	-1.3	0.1	0.2	0	-0.4
[40] Cc1cccc(NCC(=O)N/N=C/c2ccc(Br)cc2)c1
  -1.1	0	3	-0.2	-0.8	-7	-2.2	0.5	-2.2	-1	-0.5
[41] COc1ccc(NC(=O)CSc2nnc(-c3cccc(O)c3)o2)cc1
  0.2	2	-3	0.7	5.8	-11	-0.7	-0.3	-0.1	3	2.2
[42] Cc1cccc(OCc2nnc(NC(=O)Cc3cccs3)s2)c1
  1.5	-2	1	-0.5	1.2	-2	-1.1	-0.6	1.9	4	-1.7

Complete entries, looked up by structure.
Record of Cc1cc2n(n1)C(c1ccccc1Cl)Nc1ccccc1-2 (centres undefined) = DAX1 inh-1 = -0.4; HGIII-sPLA2 inh = 7; Rev-erbA mod = 6; DAX1 inh-2 = 0.7; hgDAF-12 ag = 0.1; PLCb3 inh = -22; ssDAF12 agonist = -1.3; GAA850 FXN act = 0.1; PG9 Ab binder = 0.2; SMARCA2 activ = 0; hcDAF-12 act = -0.4
Record of Cc1ccn2c(C(=O)c3ccc(Cl)cc3)cnc2c1 = DAX1 inh-1 = 1.1; HGIII-sPLA2 inh = -1; Rev-erbA mod = -2; DAX1 inh-2 = 3.9*; hgDAF-12 ag = 13*; PLCb3 inh = -6; ssDAF12 agonist = -0.1; GAA850 FXN act = 0.6; PG9 Ab binder = -1.6; SMARCA2 activ = 5; hcDAF-12 act = 5.5
